Neddyl block: blocks human cullin neddylation. P61081+Q13564. TR-FRET cullin neddylation, biochemical. calls only at 25 µM. 360,000 compounds, 0.58% hits; in the data active = inhibition above about 36%
SKN-1 inh: C. elegans SKN-1 inhibition; C. elegans VP596 Pgst-4::GFP/RFP ratio, acrylamide-induced, 24 h; inhibition, % at 21.8 µM; 360,000 compounds, 0.49% hits; AID 624304;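 active = interference check ratio from 0.5 to 1.5 plus GFP to RFP signal ratio inhibition reaching or exceeding a fixed threshold, cut at about 30% in these data, passing the limit was not always enough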; note: some compounds called inactive have numbers as strong as hits
bovine MsrA act: activators of bovine methionine sulfoxide reductase A; activation, % at 10.6 µM; purified bovine MsrA, absorbance read-out; 360,000 compounds, 0.3% hits; in the data active = activation above about 7.5%;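 note: 0% = vehicle and 100% = reference activator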
Rin1-Abl PPI inh: blocks binding of human Rin1 to Abl; 360,000 compounds, 0.4% hits; inhibition, % at 7.35 µM; AID 588664; P00519+Q13671; TR-FRET Rin1/Abl binding, biochemical; in the data active = inhibition above about 5%, passing the limit was not always enough
FAS TE block: blocks the thioesterase domain of human fatty acid synthase. P49327. recombinant FAS-TE, OMFH fluorogenic substrate, fluorescence endpoint. inhibition, % at 15 µM. 360,000 compounds, 0.67% hits. AID 602261;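 active = compounds whose normalised, plate-corrected inhibition of enzyme fluorescence in the single-dose primary screen is 50% or more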;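 note: 0% = DMSO with enzyme and 100% = substrate without enzyme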
CendR NRP1 mod: NRP-1/CendR interaction modulation; O14786; FAM-RPARPAR peptide binding to NRP-1, fluorescence polarization; inhibition, % at 25 µM; 360,000 compounds, 0.85% hits;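 active = inhibition or corrected inhibition above about 18%, plus a signal ratio from 0.5 to 1.5, limit read from the data, passing the limit was not always enough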; note: strong numbers were not always called active
Target sequence (O14786 whole entry, looked up): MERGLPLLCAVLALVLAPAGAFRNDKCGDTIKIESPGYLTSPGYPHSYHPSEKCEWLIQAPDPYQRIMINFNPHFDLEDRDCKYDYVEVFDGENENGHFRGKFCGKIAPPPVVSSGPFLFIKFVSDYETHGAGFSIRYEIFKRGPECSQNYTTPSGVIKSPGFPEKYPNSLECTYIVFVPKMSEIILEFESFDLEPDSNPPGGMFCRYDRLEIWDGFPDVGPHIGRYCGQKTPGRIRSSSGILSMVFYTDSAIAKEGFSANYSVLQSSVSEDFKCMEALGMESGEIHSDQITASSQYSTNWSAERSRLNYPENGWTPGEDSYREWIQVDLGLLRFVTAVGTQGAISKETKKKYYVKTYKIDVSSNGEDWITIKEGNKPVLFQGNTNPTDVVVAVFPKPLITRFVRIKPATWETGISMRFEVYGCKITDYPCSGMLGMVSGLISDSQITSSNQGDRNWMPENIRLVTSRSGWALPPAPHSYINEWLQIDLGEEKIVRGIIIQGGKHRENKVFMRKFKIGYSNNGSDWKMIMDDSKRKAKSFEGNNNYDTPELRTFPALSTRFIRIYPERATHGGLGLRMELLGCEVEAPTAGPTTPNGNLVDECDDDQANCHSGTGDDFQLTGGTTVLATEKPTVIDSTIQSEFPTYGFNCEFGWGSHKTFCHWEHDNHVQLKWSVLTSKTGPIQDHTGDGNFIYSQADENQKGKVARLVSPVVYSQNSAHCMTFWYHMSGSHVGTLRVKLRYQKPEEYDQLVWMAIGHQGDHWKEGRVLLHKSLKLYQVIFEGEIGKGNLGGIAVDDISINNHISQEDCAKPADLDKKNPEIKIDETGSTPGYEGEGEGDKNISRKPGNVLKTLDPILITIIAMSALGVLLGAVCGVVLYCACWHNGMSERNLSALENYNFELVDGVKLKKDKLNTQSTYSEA
MT1-MMP act inh: MT1-MMP (human) activation inhibition | P50281 | HT1080 RFP-PRO-GFP cells, GFP/RFP ratio fluorescence, overnight; percent of plate control window, DMSO zero | GFP/RFP ratio change, % at 20 µM | 360,000 compounds, 0.061% hits | AID 651647;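 active = GFP/RFP ratio change of at least 30% with cell ATP level not reduced by more than half and red fluorescence within 50% of control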; note: strong numbers were not always called active
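Assay system: HT1080 RFP-PRO-GFP cells. Benchmarks: DMSO vehicle wells and RFP-L50D-GFP reporter cell wells. Times: overnight cell settling, then overnight compound exposure, 37 °C, 5% CO2. Compound: 20 µM single dose, 1% DMSO. Read-out basis: GFP/RFP fluorescence ratio.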
E coli Lon inh: inhibitors of E. coli Lon protease | P0A9M0 | purified E. coli Lon protease, fluorescence polarization | inhibition, % at 7.94 µM | 360,000 compounds, 0.42% hits; in the data active = inhibition above about 13%, passing the limit was not always enough;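 note: 0% = enzyme with probe and DMSO and 100% = no enzyme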
MLLE-PAM2 inh: blocks PAM2 peptide binding to the PABP1 MLLE domain. 360,000 compounds, 0.36% hits. AID 588489. GST-MLLE / FITC-PAM2 fluorescence polarization. inhibition, % at 20 µM. P11940; in the data active = inhibition above about 35%, passing the limit was not always enough;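 note: plate controls were DMSO wells with GST-MLLE for no effect and wells lacking GST-MLLE protein for full effect; some results filed as inactive read as strong as hits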
* = called active by the depositor; i = inactive; / = not tested or not shown. This is a random part of the collection, and some 4% of all compounds hit somewhere here.

SMILES	Neddyl block	SKN-1 inh	bovine MsrA act	Rin1-Abl PPI inh	FAS TE block	CendR NRP1 mod	MT1-MMP act inh	E coli Lon inh	MLLE-PAM2 inh
Cc1ccc(-c2nc(CS(=O)CC(=O)NCCCN3CC(C)CC(C)C3)c(C)o2)cc1 (stereo not drawn)	i	-7	-1	-5	-5	0	-1	-2	12
CCCCCc1ccc(-c2ccc(/C=C/C(=O)O)cc2)nc1	i	15	-3	-5	1	-20	6	7	7
O=C(NCCCN1CCN(c2ccccc2)CC1)Nc1ccccc1C(F)(F)F	i	18	-1	-1	-3	0	7	-8	-17
CCc1cccc(C)c1NC(=O)CNCc1ccccc1	i	-2	-4	1	-2	-10	1	2	4
CCC(C(=O)NC(CC(=O)O)c1ccc(Cl)cc1)c1ccccc1 (stereo not drawn)	i	5	-3	-2	2	-2	-1	6	0
CCCc1ccc(S(=O)(=O)N2CCN(C(=O)c3cc(C)on3)CC2)cc1	i	13	-1	-1	1	2	-1	-7	-6
CC(C)CC(=O)OCC(=O)Nc1ccccc1Sc1ccccc1	i	1	-4	0	5	10	0	-5	1
Cc1cccc(C(=O)Nc2cccc(-c3ccc4nncn4n3)c2)c1	i	-11	-3	-1	0	4	1	-2	5
CN(C)c1oc(-c2ccco2)nc1C#N	/	59*	-1	0	-7	11	4	1	-6
CC(=O)c1ccc(NC(=O)CSc2ccc(-c3ccc4c(c3)OCO4)nn2)cc1	i	7	-2	0	-10	9	2	6	1
CC1(Cc2ccccc2Cl)C(=O)Nc2c(Cl)ccc(Cl)c21 (stereo not drawn)	i	4	-1	-1	19	7	-7	1	-18
O=C(Nc1ccccc1C(=O)N1CCCCCC1)c1ccccc1Cl	i	-1	0	5	-4	1	3	-8	0
COC(=O)Cc1ccc(NC(=S)N2CCN(c3ccc(OC)cc3)CC2)cc1	i	4	-1	-2	-5	0	3	-1	-119
Cc1cc(C)c(NC(=O)c2cn3c4c(c(N5CCN(C)CC5)c(F)cc4c2=O)OCC3C)c(C)c1 (stereo not drawn)	/	2	-4	-2	-11	2	4	-8	-10
C=CCn1c(SCC(=O)NCc2ccc3c(c2)OCO3)nnc1C1CCCCC1	i	-41	0	4	1	3	-4	-6	-22
COc1ccc(C(C(=O)NC2CCCCC2)n2c(=O)c(-c3ccco3)nc3ccccc32)cc1 (stereo not drawn)	i	6	/	/	/	-36	-12	/	/
COc1ccc(C(=S)Nc2ccc(N(C)C)cc2)cc1	i	4	-3	0	1	7	7	-5	19
CN1CCN(c2cc3c(cc2F)c(=O)c(C(=O)O)cn3CCF)CC1	/	1	-2	0	-3	11	-8	-7	-9
CCOc1cc(/C=N/O)ccc1OCc1ccc(C)cc1	i	-5	-5	-2	-4	-11	1	-7	8
CCc1cccc(N(C(=O)c2csnn2)C(C(=O)NC(C)(C)C)c2ccncc2)c1 (stereo not drawn)	i	1	-3	5	-2	2	1	0	8
CCOc1ccc(OCCSc2nc3ccccc3c(=O)[nH]2)cc1	i	-4	-8	-15	0	-14	-3	-8	-11
CCCSC(=S)NC1CCS(=O)(=O)C1 (stereo not drawn)	i	11	-1	0	-3	-2	5	-1	14
Cc1ccc(Cl)c(OCC(=O)Nc2ccccc2C(=O)NC2CC2)c1	i	-7	0	-1	-5	0	8	1	-4
OCCN(CCO)c1ncnc2c1sc1nc(N3CCOCC3)c3c(c12)CCCC3	i	5	-8	11*	-4	-9	-2	-4	-19
O=[N+]([O-])c1cc(S(=O)(=O)C(F)(F)F)ccc1Sc1nc2ccccc2[nH]1	i	-17	1	4	20	-4	-6	6	-59
COCCNC(=O)Cn1ccc2cc(S(=O)(=O)N3CCCCC3)ccc21	i	-6	-2	2	13	-13	5	-3	0
O=C(COC(=O)Cc1ccc(Cl)cc1)NCc1ccc(F)cc1	i	9	-4	3	-3	11	-1	-3	9
Cc1ccc(NC(=O)NNC(=O)c2cc3ccccc3cc2O)cc1C	i	-5	-5	-2	-2	-1	-5	-3	-14
OC(c1ccco1)c1nc(-c2cccs2)cs1 (stereo not drawn)	i	8	2	-3	-3	-16	0	-15	-4
C=C(C)C(O)COc1c2occc2c(OC)c2ccc(=O)oc12 (stereo not drawn)	i	11	-2	1	-1	7	-3	1	-13
CCOc1ccccc1NC(=O)Cn1ncc2ccc([N+](=O)[O-])cc21	i	14	-1	-4	20	14	1	-5	-5
CCN(CC)S(=O)(=O)c1cccc(-c2nnc(SCc3nnc(-c4cccs4)o3)n2N)c1	i	7	1	-1	-3	-1	0	-6	-114
C/C(=C/C(=O)N1CCc2ccccc21)C(=O)O	i	5	-1	2	-11	7	4	-12	-7
O=C(CCc1ccccc1)Nc1ccncc1	i	4	-2	0	-6	16	-3	3	1
CC(=O)Nc1ccc(NC(=S)Nc2ccc(F)cc2)cc1	i	-1	-2	-4	-8	1	4	3	31
Cc1c(CNCCc2ccc(Cl)cc2)c(C(=O)O)c(C)n1Cc1ccccc1	i	6	-1	3	-2	4	-1	0	-63
Cc1ccc(NC(=O)Cc2c[nH]c3ccccc23)cc1S(=O)(=O)N1CCCCCC1	i	-2	1	-3	5	0	6	-5	-28
Cc1ccc(S(=O)(=O)CC(=O)c2ccc([N+](=O)[O-])cc2)cc1	i	-9	-4	3	17	1	3	6	12
CCn1c(=O)c(C(=O)CN(C)Cc2cccc(OC)c2OC)c(N)n(Cc2ccccc2)c1=O	i	3	-10	0	-6	1	1	-5	3
C=CCOC(=O)C1=C(C)NC(=O)NC1c1cc2c(cc1Br)OCO2 (stereo not drawn)	i	1	-3	-3	-4	-4	-3	0	-1
C[C@]12C[C@H](O)[C@@H]3c4ccc(O)cc4CCC3[C@@H]1CCC2=O (stereo partly drawn)	i	-2	-3	-1	-4	11	0	-1	9
COc1ccc(-n2c(C)c3c(C)nnc(C)c3c2C)cc1OC	i	18	-4	-5	-8	-21	1	-1	-24
O=C(O)C1Oc2ccccc2C1c1ccccc1 (stereo not drawn)	i	17	-5	7	-5	0	-1	-11	-13
CCOC(=O)c1cn2nc(-c3ccc(OCC)cc3)cc2nc1C1CCN(C(=O)OC(C)(C)C)CC1	i	-6	0	-1	24	2	-8	-14	-5
CC12COC3(C(=O)N4CCN(c5ccccn5)CC4)CC1CCC32C (stereo not drawn)	i	-7	-2	-5	-2	7	-2	-9	-1
COc1ccc(/C(C)=N/NC(=O)CNC(=O)/C=C\c2ccco2)cc1	i	-4	-3	-2	3	-12	1	-1	-1
O=C(Nc1ccc(F)cc1)Nc1ccccc1F	i	7	-2	3	-1	4	-6	-2	-6
COc1ccc([C@H]2CC(=O)C=C(c3cccc4c3Oc3ccccc3S4)C2)cc1	i	0	-3	3	22	6	0	-13	0
COc1cc([N+](=O)[O-])ccc1NC(=O)/C=C/C(=O)O	i	9	-6	-2	-5	9	2	2	-5
CC(C)C1CC(c2csc(N)n2)CCO1 (stereo not drawn)	i	1	1	-8	-2	0	0	-3	2

Profiles as entered above.
O=C(Nc1ccc(F)cc1)Nc1ccccc1F as listed: Neddyl block = i; SKN-1 inh = 7; bovine MsrA act = -2; Rin1-Abl PPI inh = 3; FAS TE block = -1; CendR NRP1 mod = 4; MT1-MMP act inh = -6; E coli Lon inh = -2; MLLE-PAM2 inh = -6
CC12COC3(C(=O)N4CCN(c5ccccn5)CC4)CC1CCC32C (stereo not drawn) as listed: Neddyl block = i; SKN-1 inh = -7; bovine MsrA act = -2; Rin1-Abl PPI inh = -5; FAS TE block = -2; CendR NRP1 mod = 7; MT1-MMP act inh = -2; E coli Lon inh = -9; MLLE-PAM2 inh = -1

(further entries)
SMILES	Neddyl block	SKN-1 inh	bovine MsrA act	Rin1-Abl PPI inh	FAS TE block	CendR NRP1 mod	MT1-MMP act inh	E coli Lon inh	MLLE-PAM2 inh
COc1ccc(C(NC(=O)/C=C/c2ccco2)c2ccc(OC)c(OC)c2)cc1OC	i	-1	-6	5	0	-33	-4	-39	-16
O=C(NCc1ccccc1F)c1ccc(S(=O)(=O)NCc2ccco2)cc1	i	-11	-6	2	2	10	5	-8	14
Cc1cccc(NC(=S)N2CCC(O)CC2)c1C	i	12	-4	2	-5	-2	3	-3	-33
COc1ccc(NC(=O)c2ccc(Cl)nc2)cc1S(=O)(=O)N1CCOCC1	i	1	0	1	-5	-4	1	-6	5
N#CCSc1nnc(-c2ccccc2O)n1CCc1ccccc1	i	3	1	0	-2	6	2	5	3
Cc1ccccc1NC(=O)CCN1CCc2ccccc2C1	i	-2	-3	0	2	8	1	-10	-7
COc1ccccc1/C=C/C(=O)c1cc(Br)ccc1OC(=O)c1ccco1	i	8	-4	-3	11	16	-10	0	-1
C/C(=N\NC(=O)c1ccc(Cl)cc1)c1cccnc1	i	19	-2	3	-4	-5	-3	3	-5
CCOC(=O)C1CCCN(Cc2cc(=O)oc3cc(C)ccc23)C1 (stereo not drawn)	i	3	-3	0	6	1	-5	-1	-7
Cc1cc(C(=O)NCc2cccnc2)n(-c2ccccc2)n1	i	-8	-8	0	-8	1	0	-3	-3
CN(C)/C=C/C(=O)c1ccc(Br)s1	i	17	-2	-2	-4	-4	-8	-39	18
C=CCCC(=O)Nc1nc(C)c(-c2csc(Nc3ccc(Cl)cc3Cl)n2)s1	i	9	-4	1	16	-18	1	-9	-12
COc1cccc(OCc2cc(C(=O)N(C)Cc3nc4ccccc4[nH]3)no2)c1	i	9	-3	2	4	-3	-31	-9	-9
Cc1cc(C)cc(NC(=O)Cn2nnc3ccccc3c2=O)c1	i	-5	-13	6	-10	17	2	-3	7
OC[C@@H]1CN(Cc2cccc(C(F)(F)F)c2)C[C@H](n2cnc3c(NCc4ccc(F)cc4)ncnc32)O1	i	9	-8	0	5	-5	0	-3	-6
CSc1sc(C(=O)NCC2CC2)c2c1S(=O)(=O)N(C)c1ccccc1-2	i	-1	-1	3	-1	0	2	-13	-10
Cc1ccc(NC(=O)c2ccc3c(c2)C(=O)N(CC2CCCO2)C3=O)cc1C (stereo not drawn)	i	7	-3	-1	1	3	2	-12	2
Cc1ccccc1C(=O)N1CCN(CCNC(=O)C(=O)Nc2ccc(Br)cc2)CC1	i	4	0	4	-2	1	-3	-3	7
CCCN(C)C1CN(Cc2cn(CCCC(=O)OC)nn2)S(=O)(=O)C1 (stereo not drawn)	i	7	-3	/	-14	-1	0	0	/
O=CN1CCN(C(=O)CN2C(=O)c3ccccc3C2=O)CC1	i	0	-5	-1	-4	-5	9	-2	-2
CC(C)NC(=O)CN1CCC(O)(c2ccccc2)CC1	i	5	-1	3	-6	-3	7	3	-13
N=c1ccn(Cc2ccccc2Cl)cc1	i	-7	-3	2	-6	-3	-1	-3	-5
O=C(CSc1nnc2c(n1)[nH]c1ccc(F)cc12)NC1CC1	i	2	-2	0	-3	8	-7	6	4
CCOc1ccc(CNC(=O)CCCn2nc(CC)n3c(cc4occc43)c2=O)cc1	i	-25	-6	6	-1	5	-3	-12	-2
Cc1ccc(S(=O)(=O)N2CCN(C(=O)CN3CCN(c4ccc(O)cc4)CC3)CC2)cc1	i	25	0	-1	6	2	-8	2	3
C=CCc1cccc(/C=N/NC(=O)C(C)Nc2ccc(C)cc2)c1O (stereo not drawn)	i	-7	-11	-1	17	-8	-4	-2	0
Cc1nn(CC(=O)NCCc2ccccc2)c(=O)c2cc3occc3n12	i	-1	-3	5	-4	-2	-1	-2	-6
COc1ccc(CCNC(=O)CCC(=O)Nc2nnc(C(C)C)s2)cc1OC	i	9	-3	-1	-2	-24	2	8	6
O=C(CCNc1ccccc1)c1ccc2c(c1)OCO2	i	-6	-1	3	2	0	8	0	-6
COCc1nnc(NC(=O)c2ccc(S(=O)(=O)N3CCCC3)cc2)o1	i	11	-1	5	-8	-4	-2	-4	-7
